Compound activity: PubChem, several laboratories
PTK2B oligo ant: antagonists of Pyk2 self-association, primary screen, Q293 cells, FERM NanoBiT luminescence, HTS. Protein-tyrosine kinase 2-beta (Homo sapiens), Q14289. hits give low values. z-score (the deposit names both 25 µM and 10 µM). hit rate 0.83% among 99,000;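 active means Z-score of -3 or lower, scaled per plate to the spread of control and sample wells; inactive means z-score above -3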;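 further: negative z-score means lost luminescence so less FERM oligomerization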
cytoskel mod: modifiers of F-actin cytoskeleton organization, primary screen, imaging, HUVEC, phalloidin staining, high-content imaging; HUVEC TNFa F-actin phalloidin imaging; AID 836, 2007; inhibition, % at 2 µM; hit rate 0.18% among 91,000;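 active means inhibition above the batch mean plus 3 SD and confirmed as a hit by visual image inspection, cut at about 30% in these data, passing the limit was not always enough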; further: strong numbers were not always called active
LYP inh 2: PTPN22 phosphatase inhibitors, primary screen, biochemical, DiFMUP fluorescence, 2 µM; inhibition, % at 2 µM; recombinant LYP catalytic domain; hit rate 0.21% among 96,000; AID 640, 2007;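 active means inhibition at 2 µM at or above a set limit, the screen mean plus 3 SD, cut at about 24% in these data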;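 further: 0% = DMSO with enzyme and 100% = enzyme fully blocked by orthovanadate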
Target sequence (Q9Y2R2 whole entry, looked up, the tested form may be a part): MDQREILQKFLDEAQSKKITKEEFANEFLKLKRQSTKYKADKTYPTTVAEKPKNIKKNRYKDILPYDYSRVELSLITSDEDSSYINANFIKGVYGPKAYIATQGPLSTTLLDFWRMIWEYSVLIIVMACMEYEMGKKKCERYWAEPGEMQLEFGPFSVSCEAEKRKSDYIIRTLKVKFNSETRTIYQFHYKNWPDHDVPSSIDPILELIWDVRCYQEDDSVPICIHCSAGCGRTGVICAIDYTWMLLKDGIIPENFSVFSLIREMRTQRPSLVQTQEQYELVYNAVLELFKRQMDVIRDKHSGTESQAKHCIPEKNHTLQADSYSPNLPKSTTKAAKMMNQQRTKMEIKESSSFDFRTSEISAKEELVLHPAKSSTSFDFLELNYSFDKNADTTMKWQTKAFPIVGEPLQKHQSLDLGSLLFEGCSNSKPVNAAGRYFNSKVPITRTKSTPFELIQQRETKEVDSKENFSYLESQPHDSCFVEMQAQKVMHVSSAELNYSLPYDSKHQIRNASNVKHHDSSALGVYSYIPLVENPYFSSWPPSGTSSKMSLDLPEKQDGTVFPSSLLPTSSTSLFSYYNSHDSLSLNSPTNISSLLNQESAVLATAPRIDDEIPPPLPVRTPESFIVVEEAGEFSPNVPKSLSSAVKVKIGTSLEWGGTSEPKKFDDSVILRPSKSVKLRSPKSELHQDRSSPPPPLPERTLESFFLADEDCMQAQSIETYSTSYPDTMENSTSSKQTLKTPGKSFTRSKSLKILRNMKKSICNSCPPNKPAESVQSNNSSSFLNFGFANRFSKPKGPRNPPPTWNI
FAK blocker: FAK kinase inhibitors, primary screen, biochemical | Focal adhesion kinase 1 (Homo sapiens), Q05397 | biochemical FAK kinase activity assay | inhibition, %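 (tested at 7 µM)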 | hit rate 0.84% among 97,000; in the data active means inhibition above about 19%;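 further: 0% = DMSO and 100% = reference compound high control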
VCAM1 TNFa inh: inhibitors of TNFa-induced VCAM1 expression, primary screen, imaging, HUVEC, TNFa stimulus, immunofluorescence. HUVEC TNFa-induced VCAM-1 immunofluorescence, high-content imaging. inhibition, % at 2 µM. hit rate 0.48% among 95,000;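 active means inhibition above the batch mean plus 3 SD, with images confirmed as a hit by eye, cut at about 37% in these data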;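 further: 0% = TNF-stimulated DMSO wells and 100% = unstimulated control wells; not every result past the cut was called active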
HUVEC tox TNFa: cytotoxicity in TNFa-stimulated HUVEC, primary screen, cytotoxicity control for VCAM1 expression modulator project, imaging, Hoechst nuclei count. cell count reduction, % at 2 µM. AID 848, 2007. HUVEC TNFalpha-stimulated, Hoechst cell count. hit rate 0.17% among 93,000;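 active means cell count reduction exceeding the screen mean by over 5 SD, scaled to untreated wells per plate, cut at about 78% in these data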;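 further: cells counted after 24 h of TNF alpha exposure following the 1 h pretreatment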
ERa coact inh: ERα–SRC-1 coactivator interaction inhibitors, primary screen, biochemical, TR-FRET, ERα LBD, estradiol-bound; inhibition, % at 25.6 µM; AID 629, 2007; TR-FRET ER-alpha LBD / SRC-1 peptide; Estrogen receptor (Homo sapiens), P03372; hit rate 1.7% among 86,000; in the data active means inhibition above about 50%;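 further: 0% = receptor plus peptide control and 100% = peptide only without receptor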
HUVEC tox IL1B: cytotoxicity in IL-1B stimulated HUVEC, primary screen, cytotoxicity control for IL-1B NFkB translocation project, imaging, Hoechst nuclear count, IL-1B stimulus; cell count reduction, % at 2 µM; hit rate 0.41% among 94,000; HUVEC cell count loss;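 active means cell count reduction more than 3 SD above the screen-wide mean, cut at about 70% in these data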;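 further: normalized per plate to untreated control cells as the no-loss baseline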
PTPN22 act: LYP phosphatase activators, primary screen, biochemical, DiFMUP fluorescence, 2 µM | Tyrosine-protein phosphatase non-receptor type 22 (Homo sapiens), Q9Y2R2 | recombinant LYP; 0 = plate median, 100 = signal doubled | activation, % at 2 µM | hit rate 0.11% among 96,000;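 active means activation at 2 µM above a set limit, the mean plus 5 SD, cut at about 37% in these data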
An asterisk follows results filed as active; nt = not tested or not shown; [ ] = remark or other dose. An unsorted share of the library; any-hit rate near 3.8%.

SMILES	PTK2B oligo ant	cytoskel mod	LYP inh 2	FAK blocker	VCAM1 TNFa inh	HUVEC tox TNFa	ERa coact inh	HUVEC tox IL1B	PTPN22 act
CCN(CC)C(=O)C1CCN(S(=O)(=O)c2ccc3oc4ccccc4c3c2)CC1	-2	-17	11	0	4	-29	-12	-6	-12
COC(=O)c1nn(-c2ccccc2)ccc1=O	0.15	1	-4	2	-9	0	10	5	5
CCn1c(SCC(=O)NCC2CCCO2)nnc1-c1c[nH]c2ccccc12 (configuration not stated)	-0.35	-16	5	-1	14	23	-6	3	-5
Cc1ccc(NC(=O)C2CCN(S(C)(=O)=O)CC2)cc1	-0.14	11	13	4	9	-21	0	3	-12
Cc1nnc(NC(=O)CSc2nnnn2Cc2ccccc2)s1	-0.7	-1	-4	-3	-5	-23	2	2	0
CCN1CCN(C(=O)c2cc3c(-c4ccc(Cl)cc4)nn(C)c3s2)CC1	nt	-5	-3	-3	11	6	2	1	0
COc1cc2cc(C(c3nnnn3C(C)(C)C)N3CCC(C)CC3)c(=O)[nH]c2cc1OC (configuration not stated)	0.56	-1	-9	4	-4	-16	7	-36	6
Cc1ccc(S(=O)(=O)Nc2nc(C)cc(-n3nc(C)cc3C)n2)cc1	0.45	-5	5	-2	8	0	7	-209	-2
Cc1cc(C)c(C(=O)CC2(O)C(=O)Nc3ccccc32)cc1C (configuration not stated)	-0.04	3	6	0	-1	-11	14[fluorescence artefact?]	19	-3
C=CCSc1n[nH]c2nc3c(c(=O)n12)C1(CCCC1)Cc1ccccc1-3	-1.6	-30	9	2	2	7	nt	-11	-5
Cc1noc(C)c1C(=O)Nc1ccc(Cl)cc1C(F)(F)F	0.78	-6	2	1	-1	-1	nt	-14	-5
COc1cc(-c2nc3oc4ccccc4c(=O)c3c(=O)n2Cc2ccco2)cc(OC)c1OC	-2.5	25	5	2	-1	-12	-30	-30	-6
COC(=O)CSc1nc2ccccc2o1	1	nt	-4	3	2	-25	10	-47	1
CC(=O)O[C@H]1CC[C@@]2(C)C(CCC3C2CC[C@]2(C)OC(=O)CCC32)C1 (some centres not stated)	1.1	2	-7	1	-28	-16	-8	-6	4
COc1ccccc1C(=O)N1CCNC(=O)C1CC(=O)Nc1ccc(Cl)cc1 (configuration not stated)	0.81	14	2	-1	12	-40	-4	-42	-2
CC1(C)C(=O)Nc2ccccc2N1C(=O)COC(=O)Cn1cnc2ccccc2c1=O	0.08	-5	1	-1	-7	nt	-2	2	-3
CCn1c(SC)nnc1-c1ccc(S(=O)(=O)N2CCCCC2)cc1	0.3	10	13	-2	13	-37	-8	25	-13
O=C(Nc1cccc2ncccc12)c1ccc2c(c1)OCCO2	-0.98	-3	-5	0	21	-7	8	-7	1
CN(CC(=O)NCCC1=CCCCC1)S(=O)(=O)c1ccc2c(c1)CCC(=O)N2	nt	-11	8	6	8	6	5	-25	-9
CC(Oc1ccc(Cl)cc1Cl)C(=O)OCn1nnc2ccccc2c1=O (configuration not stated)	2.1	20	-3	1	-11	-13	0	-6	5
COc1cc2c3nnc(-c4ccc(F)cc4)c-3cn(Cc3ccc(F)cc3)c2cc1OC	nt	-4	8	0	3	-17	24	-2	-8
CN(CC(=O)N1CCc2ccccc21)S(=O)(=O)c1cccs1	0.98	8	9	-1	-26	-26	-4	-5	-9
CCC(C)NS(=O)(=O)c1cccs1 (configuration not stated)	0.08	9	-9	2	18	14	-23	-30	4
CCOc1ccc(N2C(N)=NC(N)=NC2(C)C)cc1	0.5	3	-10	3	7	-22	13	-12	12
COC(=O)C(Cc1ccc(OC(=O)c2ccccc2C)cc1)N1Cc2ccccc2C1=O (configuration not stated)	0.01	-6	-5	-7	1	-11	nt	-10	10
CCOC(=O)c1ccc(-n2c(N)c(C(=O)NCc3ccco3)sc2=S)cc1	0.09	14	6	-4	-37	-74	-9	-16	-7
O=C(NCc1ccc2c(c1)OCO2)c1cc(-c2ccc(Cl)cc2Cl)on1	1.2	-12	8	-1	-3	0	-8	-24	-7
CC(C)(C)NC(=O)CCN1CCOCC1	0.53	-2	-1	-1	-20	3	5[fluorescence artefact?]	9	2
Nc1cc(OC(=O)c2cccs2)nn1S(=O)(=O)c1ccccc1	0.61	-16	-4	2	8	-11	nt	2	1
CCCCC(=O)NCCc1ccc(OC)cc1	0.97	nt	3	-1	16	-46	-3	21	-2
CCCNC(=O)c1ccccc1NC(=O)c1ccc(CSc2ccccc2)cc1	-1.1	2	4	-2	0	-6	nt	24	0
Cc1c(NC(=O)CSc2ccc(Cl)cc2)cccc1-c1nc2ncccc2o1	-0.25	1	4	3	8	-11	nt	-17	-2
CCCCNC(=O)c1onc(CSc2ccc(F)c(F)c2)c1C(=O)O	nt	13	-2	4	-1	3	nt	-2	5
CCOC(=O)c1c(NC(=O)CSc2nnc(-c3ccncc3)n2Cc2ccco2)sc(C(C)=O)c1C	0.14	-6	6	0	2	-5	20	1	-6
O=S(=O)(c1ccc(Oc2ccc(Br)cc2)cc1)N1CCOCC1	-0.29	-3	1	0	-16	11	-9[fluorescence artefact?]	-19	-4
CC1CCCC(C)N1C(=O)COC(=O)c1ccc(O)cc1 (configuration not stated)	-0.49	-2	-11	0	-4	-21	-4	-24	14
COc1ccc(N/C(N)=N/c2nc(CSc3ccc(C)cc3)cc(=O)[nH]2)cc1	0.99	nt	0	-2	nt	nt	-7	nt	0
Cc1cccc(NC(=O)c2ccccc2[N+](=O)[O-])n1	0.18	-4	-1	-2	10	-8	nt	-18	4
O=S(=O)(c1ccc(OCC(O)CN2CCN(c3ccccc3O)CC2)cc1)N1CCOCC1 (configuration not stated)	1.8	48	-2	-8	-2	-24	2	-2	-1
COc1ccc(NC(=O)CSc2nc(C)cc(C(F)(F)F)n2)cc1	0.41	-6	-5	1	12	-8	-5	-135	3
O=C(CCN1CCN(CCO)CC1)Nc1ccc(OCc2ccccc2)cc1	0.11	-19	-6	1	-7	6	0	-52	7
O=C(CN1CCOCC1)Nc1ccc(Oc2ccccc2)cc1	1.4	-4	-10	1	13	-3	-6	-24	4
O=C(c1ccc(F)cc1)n1ccc(-c2cnc(-c3ccccc3)s2)n1	-1.2	nt	4	3	2	-10	19	-1	-2
COc1ccc(CN2CCCCC2c2cccnc2)c(OC)c1C (configuration not stated)	-0.46	-12	-9	-1	9	-5	8[fluorescence artefact?]	-31	6
COCc1cc(C)nc(N2CCc3ccccc32)c1C#N	0.04	-4	-9	-1	-16	-9	-18	-4	10
COCc1cc(C)nc(SCC(=O)Nc2ccc3c(c2)OCO3)c1C#N	-1.7	nt	-4	-6	nt	nt	12	1	8
COc1cccc(S(=O)(=O)Nc2ccc3sc(C)nc3c2)c1	0.96	-5	-7	1	-5	5	21	7	8
O=C1C2C3C=CC(C3)C2C(=O)N1c1nccs1 (configuration not stated)	0.87	-16	-10	-4	8	8	-7	-22	6
CCc1nn(CC(=O)NCCCN(Cc2ccccc2)C(C)C)c(=O)c2cc3sccc3n12	0.72	-55	0	0	-10	2	-1[fluorescence artefact?]	-1	-3
CC(C)c1[nH]nc2c1C(C(C)C)C(C#N)=C(N)O2 (configuration not stated)	0.05	-6	-4	6	2	-7	3[fluorescence artefact?]	-24	1
CCCCNC(=O)CCCn1c(=O)c2ccccc2n(CC(=O)NCCC2=CCCCC2)c1=O	-0.94	22	-12	-4	5	16	5	-38	7
CCC(=O)Nc1ccc(NC(=O)c2cc3ccccc3o2)cc1	-1	14	4	-1	-1	-24	1	-19	-6
O=C(NCCCN1CCN(c2ccccc2F)CC1)Nc1ccc(F)cc1	0.69	-25	-6	0	20	-14	-18	-28	5
COc1cc(-c2nc(S(=O)(=O)c3ccccc3)c(N3CCOCC3)o2)cc(OC)c1OC	0.36	3	4	-1	-5	nt	-12	-28	-3
O=S(=O)(Nc1ccc(S(=O)(=O)Nc2cccc3ccccc23)cc1)c1ccccc1	-2.2	nt	-5	6	6	-9	-6	-5	6
Cc1nn(-c2ccccc2)c(Cl)c1/C=C/C(=O)c1ccccc1	-2.2	5	0	-3	-11	-3	nt	0	0
COc1ccc(-c2cc(C(=O)O)c(C)o2)cc1OC	0.9	1	-7	-3	-18	-4	-7[fluorescence artefact?]	-8	3
COc1ccc(-c2oc3ncnc(N)c3c2-c2ccccc2)cc1	-1.7	-18	2	3	7	16	8	0	0
Cc1cc(C)nc(NC(=O)c2c(-c3c(Cl)cccc3Cl)noc2C)n1	-0.44	nt	-5	3	nt	nt	-8	2	9
CCC(=O)N1CCc2cc(S(=O)(=O)NC(C(=O)NC(C)c3ccccc3)C(C)C)ccc21 (configuration not stated)	0.95	23	-7	-3	-28	-18	18	-5	4
Cc1cc(NC(=O)CCC(=O)N(Cc2cccs2)C(C(=O)NC2CCCC2)c2ccccc2)no1 (configuration not stated)	-0.9	13	1	5	-31	-31	-2	-40	0

Two entries from above, with values under each structure:
Results follow in this order: PTK2B oligo ant | cytoskel mod | LYP inh 2 | FAK blocker | VCAM1 TNFa inh | HUVEC tox TNFa | ERa coact inh | HUVEC tox IL1B | PTPN22 act
Cc1cc(C)nc(NC(=O)c2c(-c3c(Cl)cccc3Cl)noc2C)n1
 : -0.44 | nt | -5 | 3 | nt | nt | -8 | 2 | 9
CCC(=O)N1CCc2cc(S(=O)(=O)NC(C(=O)NC(C)c3ccccc3)C(C)C)ccc21 (configuration not stated)
 : 0.95 | 23 | -7 | -3 | -28 | -18 | 18 | -5 | 4

Of the compounds above, 9 contain two or more sulfur atoms:
SMILES	PTK2B oligo ant	cytoskel mod	LYP inh 2	FAK blocker	VCAM1 TNFa inh	HUVEC tox TNFa	ERa coact inh	HUVEC tox IL1B	PTPN22 act
Cc1nnc(NC(=O)CSc2nnnn2Cc2ccccc2)s1	-0.7	-1	-4	-3	-5	-23	2	2	0
CCn1c(SC)nnc1-c1ccc(S(=O)(=O)N2CCCCC2)cc1	0.3	10	13	-2	13	-37	-8	25	-13
CN(CC(=O)N1CCc2ccccc21)S(=O)(=O)c1cccs1	0.98	8	9	-1	-26	-26	-4	-5	-9
CCC(C)NS(=O)(=O)c1cccs1 (configuration not stated)	0.08	9	-9	2	18	14	-23	-30	4
CCOC(=O)c1ccc(-n2c(N)c(C(=O)NCc3ccco3)sc2=S)cc1	0.09	14	6	-4	-37	-74	-9	-16	-7
Nc1cc(OC(=O)c2cccs2)nn1S(=O)(=O)c1ccccc1	0.61	-16	-4	2	8	-11	nt	2	1
CCOC(=O)c1c(NC(=O)CSc2nnc(-c3ccncc3)n2Cc2ccco2)sc(C(C)=O)c1C	0.14	-6	6	0	2	-5	20	1	-6
COc1cccc(S(=O)(=O)Nc2ccc3sc(C)nc3c2)c1	0.96	-5	-7	1	-5	5	21	7	8
O=S(=O)(Nc1ccc(S(=O)(=O)Nc2cccc3ccccc23)cc1)c1ccccc1	-2.2	nt	-5	6	6	-9	-6	-5	6
